Compound activity: PubChem, several laboratories
PG9 Ab binder – PG9 antibody binding by small molecule | inhibition, % at 6.7 µM | hit rate 0.43% among 360,000 | AID 624416 | TR-FRET gp120-PG9 antibody binding; in the data active = inhibition above about 8.5%
PLC-beta3 inh – inhibitors of human phospholipase C beta3. Purified PLC-beta3, fluorogenic substrate, fluorescence. inhibition, % at 12.2 µM. Q01970. AID 720704. hit rate 0.18% among 370,000; in the data active = inhibition above about 11%;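 also: 0% = median of compound wells on plate and 100% = full blocker control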
sPLA2-III inh – Inhibits HGIII-sPLA2 liposome hydrolysis, primary screen | AID 743126 | hit rate 0.56% among 370,000 | QFRET BODIPY PC-A2 liposome hydrolysis, fluorescence | inhibition, % at 12.2 µM;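 active = inhibition above mean plus 3 SD of compounds lying within the high and low control bounds, cut at about 19% in these data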;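 also: 0% = median of test compound wells and 100% = no enzyme DMSO wells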
Target sequence (Q9NZ20 whole entry, looked up): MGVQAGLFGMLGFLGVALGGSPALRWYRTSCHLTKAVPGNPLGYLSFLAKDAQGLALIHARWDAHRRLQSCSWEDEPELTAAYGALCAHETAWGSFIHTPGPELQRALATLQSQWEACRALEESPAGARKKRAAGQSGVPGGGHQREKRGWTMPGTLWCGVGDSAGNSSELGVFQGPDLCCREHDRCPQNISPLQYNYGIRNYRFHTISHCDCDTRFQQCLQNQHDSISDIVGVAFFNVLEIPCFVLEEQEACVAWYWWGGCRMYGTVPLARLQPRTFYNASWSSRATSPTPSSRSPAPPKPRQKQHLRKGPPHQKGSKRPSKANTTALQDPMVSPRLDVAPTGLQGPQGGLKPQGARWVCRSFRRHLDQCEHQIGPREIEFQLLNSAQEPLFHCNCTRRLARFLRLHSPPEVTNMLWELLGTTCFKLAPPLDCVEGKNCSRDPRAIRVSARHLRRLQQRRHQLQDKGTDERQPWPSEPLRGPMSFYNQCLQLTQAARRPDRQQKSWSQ
DAX1 inh-1 – inhibitors of DAX1 repression of SF-1 activated StAR promoter. HEK293T StAR-luciferase reporter, SF-1/DAX-1 repression relief. inhibition, % at 6.8 µM. hit rate 1.1% among 370,000. AID 652010;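 active = inhibition above the mean over all tested compounds plus 3 SD, cut at about 3.6% in these data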;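 also: 0% = DAX-1 cells with DMSO and 100% = cells lacking DAX-1 with DMSO; higher inhibition means more luminescence from relief of DAX-1 repression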
FXN GAA850 act – increases GAA850 frataxin promoter reporter activity | HEK293 lucGAA850 FXN promoter luciferase reporter, 24 h; percent of 10 µM SAHA response | activation, % at 6 µM | hit rate 0.56% among 360,000;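 active = activation above the average of all compounds screened plus 3 SD, cutoff fixed separately per campaign, cut at about 7.5% in these data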;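 also: 0% = DMSO wells and 100% = 10 µM SAHA wells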
hgDAF12 agonist – agonists of H. glycines DAF-12 nuclear receptor | activation, % at 6.8 µM | HEK293 GAL4-hgDAF12 UAS-luciferase reporter, agonist luminescence; normalized to butyrate control | hit rate 1.8% among 370,000 | AID 687014;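 active = activation above a cutoff set at the mean of all screened compounds plus 3 SD, cut at about 10% in these data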;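 also: 0% = DMSO wells and 100% = sodium butyrate wells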
hcDAF12 agonist – activators of H. contortus DAF-12 nuclear receptor | HEK293 hcDAF-12 lit1-tk-luc reporter, luminescence; 0% DMSO, 100% Δ7-dafachronic acid | activation, % at 6.8 µM | hit rate 1.4% among 370,000 | AID 652067;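 active = activation above the mean of all tested compounds plus 3 SD, cut at about 5.5% in these data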;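 also: 100% = response to 3 µM Δ7-dafachronic acid high control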
SMARCA2 activ – increases SMARCA2 function in MMTV reporter cells | MG213 cells, MMTV-luciferase reporter, dexamethasone, overnight | activation, % at 9.1 µM | hit rate 1% among 370,000; in the data active = activation above about 7.8%;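 also: 0% = vehicle wells and 100% = reference activator wells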
ssDAF12 agonist – activates DAF-12 receptor from parasite S. stercoralis; HEK293 ssDAF-12/GRIP1 lit1-tk-luc reporter, luminescence; % of 3 µM dafachronic acid response; AID 652126; hit rate 1% among 370,000; activation, % at 6.8 µM;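 active = activation above the mean over all tested compounds plus 3 SD, cut at about 0.9% in these data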;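 also: 0% = DMSO-only wells and 100% = 3 µM delta7-dafachronic acid wells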
DAX1 inh-2 – NR0B1 (DAX1) inhibition; AID 504766; HEK293 Gal4-DAX1 luciferase reporter, luminescence; P51843; inhibition, % at 6.75 µM; hit rate 0.99% among 340,000;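 active = inhibition above the mean over all tested compounds plus 3 SD, cut at about 4.2% in these data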;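 also: 0% = DAX1-transfected cells with DMSO and 100% = empty-vector control cells with DMSO; inhibition shows as a rise in luminescence from relieved DAX1 repression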
NR1D1 modulator – Rev-erb alpha (human) modulation; P20393; Rev-erbα–FITC-DNA binding, fluorescence polarization, 90 min; activity, % at 10 µM; hit rate 0.79% among 370,000;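 active = activity above about 14%, limit read from the data; passing the limit was not always enough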;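 also: 0% = DMSO wells with 35 nM protein and 100% = DMSO wells with 750 nM protein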
Target sequence (P20393 whole entry, looked up): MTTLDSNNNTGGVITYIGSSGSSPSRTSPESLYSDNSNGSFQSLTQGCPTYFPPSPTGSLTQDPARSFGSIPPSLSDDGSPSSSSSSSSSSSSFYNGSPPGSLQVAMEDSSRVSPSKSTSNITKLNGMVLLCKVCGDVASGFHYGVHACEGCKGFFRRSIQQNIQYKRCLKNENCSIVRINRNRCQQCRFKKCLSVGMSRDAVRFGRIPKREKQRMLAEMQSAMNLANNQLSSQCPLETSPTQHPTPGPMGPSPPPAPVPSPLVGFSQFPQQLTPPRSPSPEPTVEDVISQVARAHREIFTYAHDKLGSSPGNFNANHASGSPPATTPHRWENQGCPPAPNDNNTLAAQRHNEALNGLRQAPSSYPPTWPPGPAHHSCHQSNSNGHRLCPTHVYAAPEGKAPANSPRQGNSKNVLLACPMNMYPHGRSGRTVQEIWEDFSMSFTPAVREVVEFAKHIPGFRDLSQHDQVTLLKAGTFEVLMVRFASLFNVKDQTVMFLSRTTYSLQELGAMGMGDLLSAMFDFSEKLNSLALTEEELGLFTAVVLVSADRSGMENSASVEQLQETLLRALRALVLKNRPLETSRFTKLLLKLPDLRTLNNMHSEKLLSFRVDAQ
Numbers without * were called inactive; i = inactive; . = not tested or not shown.

SMILES | PG9 Ab binder | PLC-beta3 inh | sPLA2-III inh | DAX1 inh-1 | FXN GAA850 act | hgDAF12 agonist | hcDAF12 agonist | SMARCA2 activ | ssDAF12 agonist | DAX1 inh-2 | NR1D1 modulator
CCCCNC(=S)NNC(=O)c1cc(C2CC2)nc2ccccc12 | 0.0 | -20.9 | 14.9 | -0.5 | 0.8 | 1.0 | -1.4 | 1.8 | -1.6 | 0.5 | 0.2
CCc1cccc(C)c1NC(=O)c1cccc(N(C)C)c1 | -1.0 | -80.8 | 2.7 | 0.1 | -3.4 | -0.1 | -1.5 | 0.3 | -0.9 | -1.7 | -1.6
CCN(CC)c1ccc(C2NCC(c3ccc([N+](=O)[O-])cc3)O2)cc1 (stereo not drawn) | -2.8 | 0.9 | 6.0 | -1.2 | 0.5 | -0.9 | -1.8 | 5.2 | -0.8 | 1.1 | 0.1
COc1ccc(Cc2noc(CN(C)C3CC(C)(C)NC(C)(C)C3)n2)cc1OC | 2.4 | -0.1 | -0.6 | 0.1 | 0.0 | 0.4 | -0.6 | 1.0 | -1.6 | -0.1 | -3.1
C[C@H]1CN([C@@H](C)CO)C(=O)c2cc(-c3cccc(C#N)c3)cnc2O[C@H]1CN(C)C(=O)c1ccccn1 | 0.2 | 0.2 | 4.5 | 0.0 | -2.0 | -0.3 | -1.0 | 3.1 | -1.3 | 1.3 | 0.7
Clc1ccc(CSc2nnc(-c3ccccn3)n2Cc2cccs2)cc1Cl | 1.4 | 4.5 | 4.5 | 4.2* | 0.5 | 0.6 | 0.5 | 5.6 | 0.3 | . | 7.7
N#C/C(=C\c1cccs1)C(=O)NCc1ccco1 | -1.4 | -0.7 | 17.8 | 0.6 | 2.7 | 6.7 | 0.8 | -0.5 | -1.6 | 2.1 | 2.3
Cc1cccc(C)c1N(CC(=O)NCc1ccco1)C(=O)CNS(=O)(=O)c1ccc(F)cc1 | -2.6 | -3.8 | -22.3 | -0.2 | -3.1 | -0.5 | -0.8 | -1.7 | -1.4 | 1.3 | 3.4
Cc1nc2ccc(C(=O)NCCc3c[nH]c4ccccc34)cn2c1N(C)C(=O)CCc1ccccc1 | 0.3 | 1.8 | -57.7 | -0.1 | -0.6 | -5.1 | 0.2 | -4.4 | 0.0 | . | -0.4
CCN1C(=NCCCCO)N[C@@H](c2cccc(C(F)(F)F)c2)C(C(=O)OC)=C1C | -0.3 | -4.0 | 3.0 | -0.2 | -1.1 | 1.1 | -1.7 | -0.7 | -1.5 | 0.1 | -4.3
CC(=O)c1c(C)[nH]c(C(=O)NCc2ccc(C)cc2)c1C | 1.7 | -0.5 | -0.7 | -0.4 | 2.2 | 0.4 | -1.4 | -0.8 | -1.3 | -0.2 | -2.4
O=C(COC(=O)CNS(=O)(=O)c1c(Cl)cccc1Cl)Nc1cccnc1Cl | 1.2 | -2.3 | 9.6 | -0.5 | 1.8 | 0.5 | -3.4 | -3.2 | -1.1 | -0.2 | -5.5
CCOC(=O)N1CCC(NC(=O)C(Cc2ccccc2)NC(=O)C2CCCCC2)CC1 (stereo not drawn) | 0.7 | 1.5 | -4.8 | 0.1 | -1.0 | 0.2 | -0.9 | -0.6 | -1.1 | 0.7 | -0.7
O=C1CN(C(=O)COC(=O)/C=C/c2ccc(F)cc2)c2ccccc2N1 | -0.2 | -2.0 | 6.3 | -1.0 | 1.3 | 0.4 | 0.5 | -1.9 | -0.1 | 0.1 | 3.0
COc1cccc(CN(C)C(=O)C2CCN(S(=O)(=O)c3cccs3)CC2)c1OC | -1.3 | -8.6 | 6.3 | -1.0 | -0.7 | -0.7 | -0.8 | -2.9 | -1.0 | 0.5 | -2.2
CC1=C(C(=O)N(C(C)C)C(C)C)CC(CC(=O)NCCCN(C)C)C(=O)N1CCC1=CCCCC1 (stereo not drawn) | -0.6 | -0.9 | 2.9 | -0.4 | . | -4.2 | -0.4 | -5.6 | -1.1 | . | -4.0
O=C(CN1C(=O)NC2(CCCC2)C1=O)Nc1ccccc1-c1ccccc1 | -1.4 | -9.9 | 7.6 | 0.1 | 1.9 | 0.3 | -2.4 | -3.0 | -0.2 | 2.8 | 1.2
CCc1n[nH]c2c1/C(=N/O)CCC2 | 0.9 | 2.4 | 8.0 | -0.5 | -1.7 | -1.4 | -1.6 | -1.6 | -1.4 | 3.5 | 1.5
Cc1ccc(S(=O)(=O)C(CCC(=O)c2ccc(Cl)cc2)C(N)=O)cc1 (stereo not drawn) | 1.1 | -1.6 | -7.9 | -0.9 | -1.7 | -0.6 | -1.5 | -2.3 | -1.2 | 0.0 | -3.3
CC1CCCC(NC(=O)c2ccc(F)c(S(=O)(=O)N3CCOCC3)c2)C1C (stereo not drawn) | -0.2 | 0.2 | 1.0 | 0.4 | 0.4 | -1.1 | -1.1 | -1.9 | -1.5 | -0.7 | 0.5
O=C(Nc1nnc(CCc2ccccc2)s1)c1cccc(F)c1 | 0.4 | -3.4 | -1.4 | 0.3 | 3.3 | 3.2 | 0.7 | 1.1 | -0.6 | 1.9 | 1.2
O=C(COc1ccccc1Cl)Nc1ccc(N2CCCC2)cc1 | -4.9 | -7.3 | 9.4 | -0.1 | 1.2 | 1.4 | 0.6 | 0.5 | -1.0 | -0.3 | 1.6
CCOC(=O)C1CCCN(CC(=O)N(C)c2c(N)n(Cc3ccccc3)c(=O)[nH]c2=O)C1 (stereo not drawn) | -2.4 | -6.9 | -0.8 | 0.6 | 0.8 | 1.7 | -1.5 | -1.3 | -1.2 | -0.3 | 0.0
CCCCNCC(=O)Nc1ccc(NC(=O)CNCCCC)cc1 | -1.7 | 1.8 | -11.8 | -0.4 | -2.6 | 1.9 | 3.8 | 1.2 | -0.9 | 0.1 | -4.6
Cc1nnc(SCC(=O)Nc2ncc(Cl)cc2Cl)n1Cc1ccccc1 | -0.1 | -0.6 | -8.9 | 0.0 | -0.7 | 1.2 | -1.5 | 1.0 | -1.1 | -0.6 | -0.1
CCOc1ccc(-n2c(SCc3ccc(C#N)cc3)nnc2-c2cccnc2)cc1 | 5.1 | -4.3 | 0.5 | -0.9 | 5.4 | -1.2 | -2.8 | -4.8 | -1.2 | 2.1 | -1.8
CCCCn1cnc2c(cnn2-c2ccc(F)cc2)c1=O | 1.0 | -2.3 | -4.3 | -0.2 | 7.1 | 5.2 | 0.1 | 1.4 | -1.1 | 0.0 | -3.0
Cc1cc2c(s1)c1cnn(Cc3ccc(F)cc3F)c(=O)c1n2C | . | -1.3 | 0.0 | . | . | -4.3 | -3.9 | . | -2.1 | . | 18.4
C=CCC1(CC=C)CCCN1C(=O)Cn1nnnc1CN(C)C(C)C | 0.1 | -1.4 | 6.1 | -0.2 | 2.8 | 1.5 | 0.2 | -3.2 | -1.0 | 0.7 | -4.7
COc1ccc(-c2noc(-c3ccccc3C(=O)N3CCOCC3)n2)cc1 | 0.0 | 1.4 | -9.3 | -1.1 | 1.4 | -2.9 | -2.7 | 2.8 | -1.6 | -0.2 | -2.1
CC(C)C(=O)NC(c1ccc(N(C)C)cc1)c1c(O)ccc2ccccc12 (stereo not drawn) | -0.5 | -13.1 | 8.8 | 0.7 | -1.1 | -0.6 | 3.4 | -4.3 | -0.3 | -0.5 | -2.8
Cc1sc2nc(CN3CCOCC3)nc(Oc3ccc(NC(=O)c4ccco4)cc3)c2c1C | -0.2 | -1.0 | 5.2 | 1.9 | 2.6 | -3.3 | -3.1 | 0.1 | -1.4 | 0.7 | -1.3
Cc1cccc(NC(=O)CSc2nnc(CCNC(=O)OC(C)(C)C)o2)c1C | -0.2 | 0.6 | 1.3 | -0.1 | 0.3 | 1.2 | -0.4 | -3.4 | -1.1 | 0.5 | 2.1
O=C(O)CSc1c2c(nc3cc(C(=O)N4CCCC4)ccc13)CCCC2 | 5.7 | -1.0 | -2.0 | 0.1 | -1.9 | 2.4 | -2.1 | 1.8 | -1.7 | 0.2 | 6.1
CCNc1nc(-c2ccc(Cl)cc2)cs1 | -2.7 | 0.8 | 7.5 | 1.2 | 2.1 | 11.7* | 2.4 | 3.3 | -0.2 | 1.2 | -4.0
Cc1cc(NCCCn2ccnc2)n2nc(-c3ccc(F)cc3)cc2n1 | -1.6 | -33.0 | -16.9 | 0.7 | -0.2 | 2.9 | 3.4 | 4.7 | -1.3 | 0.1 | -3.6
Cc1cc(-c2nc3cccnc3s2)ccc1NS(=O)(=O)c1cccs1 | -0.1 | i | -29.2 | 4.4* | 3.9 | 13.6* | 6.5* | 5.1 | 0.8 | 0.7 | -7.2
CCOC(=O)c1ccc(CSc2nnc(N)s2)cc1 | -1.2 | 1.6 | 3.2 | 0.8 | 5.4 | 9.8 | 0.6 | 3.0 | -0.6 | 0.0 | 2.5
Cc1cc(C)nc(NS(=O)(=O)c2ccc(NC(=O)c3ccccc3[N+](=O)[O-])cc2)n1 | 0.4 | -7.4 | -1.4 | 0.3 | 1.1 | -0.2 | 0.3 | -1.2 | -1.1 | -0.2 | -4.0
CCCn1nnc(NC(=O)c2ccc(-c3ccccc3)cc2)n1 | -1.2 | 0.8 | -1.5 | 2.8 | -1.7 | 6.6 | 0.5 | 0.9 | -1.2 | 0.2 | 0.8
Cc1ccc(CN2CC[C@H]3C=CCc4cccc(c43)C2)cc1 | -0.9 | -13.7 | -1.9 | 0.3 | -0.3 | 1.8 | -1.0 | 0.6 | -0.7 | -0.1 | -2.1
CCC1CCCCN1CCCNC(=O)Cn1nc(-c2ccccc2)ccc1=O (stereo not drawn) | -1.1 | 1.4 | -6.2 | -0.3 | -0.6 | 0.2 | 1.1 | 0.7 | -1.2 | 0.3 | .
Cc1ccc2c(CC(=O)OCc3csc(C)n3)coc2c1 | 3.6 | -2.4 | -4.0 | -0.2 | 2.8 | 1.0 | 1.4 | -2.0 | -1.1 | 0.8 | -1.7
CSCCC(NS(=O)(=O)c1ccccc1)C(=O)OCc1nc2ccsc2c(=O)[nH]1 (stereo not drawn) | -3.7 | -4.9 | -2.6 | 0.8 | 1.8 | 0.5 | 0.6 | -0.9 | -0.8 | 0.4 | -6.3
CC(C)CC1c2[nH]c3ccccc3c2CCN1C(=O)c1cnccn1 (stereo not drawn) | -3.6 | -21.1 | -16.4 | 1.4 | . | 4.8 | 9.6* | 4.2 | 0.9* | . | 9.0

Some of these compounds in order of SMILES length, descending.
SMILES | PG9 Ab binder | PLC-beta3 inh | sPLA2-III inh | DAX1 inh-1 | FXN GAA850 act | hgDAF12 agonist | hcDAF12 agonist | SMARCA2 activ | ssDAF12 agonist | DAX1 inh-2 | NR1D1 modulator
CCC1CCCCN1CCCNC(=O)Cn1nc(-c2ccccc2)ccc1=O (stereo not drawn) | -1.1 | 1.4 | -6.2 | -0.3 | -0.6 | 0.2 | 1.1 | 0.7 | -1.2 | 0.3 | .
Cc1ccc(CN2CC[C@H]3C=CCc4cccc(c43)C2)cc1 | -0.9 | -13.7 | -1.9 | 0.3 | -0.3 | 1.8 | -1.0 | 0.6 | -0.7 | -0.1 | -2.1
CCCn1nnc(NC(=O)c2ccc(-c3ccccc3)cc2)n1 | -1.2 | 0.8 | -1.5 | 2.8 | -1.7 | 6.6 | 0.5 | 0.9 | -1.2 | 0.2 | 0.8
